Rac1 GTP hydrolysis – MgcRacGAP GTPase-activating activity inhibitors, confirmation, biochemical, ADP Hunter fluorescence; MgcRacGAP-stimulated Rac1 GTP hydrolysis, ADP Hunter fluorescence; higher % means a stronger effect; GST-tagged Rac1 F28L mutant substrate; inhibition, % at 30 µM, or IC50 in µM where a hit was titrated; 340,000 tested, 0.6% active; AID 624330;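 active = first-screen hits whose inhibition reached a set limit at any dose in the follow-up dose series; inconclusive = inhibition above the set first-screen limit but never retested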;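 note: fluorescence reports GDP produced by GAP-driven GTP hydrolysis; strong numbers were not always called active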
Dengue-2 NS5 capping – flavivirus cap methylation enzyme inhibition – biochemical, confirmation dose response, primary screen (AID 588689); Dengue-2 NS5 methyltransferase capping enzyme assay, biochemical; higher % means a stronger effect; one-dose inhibition, % at 25 µM; IC50 in µM for titrated hits; 340,000 tested, 0.3% active; in the data active = a potency from the dose series; inconclusive = inhibition above about 29% without an active follow-up result
Large T inhibition – SV40 large T antigen inhibitors, biochemical (AID 1903) | SV40 large T antigen ATPase/helicase inhibition assay; higher % means a stronger effect | inhibition, % at 20 µM, or IC50 in µM where a hit was titrated | 310,000 tested, 0.39% active; in the data active = a potency from the dose series; inconclusive = inhibition mostly from about 32% at the one dose, without a potency; inactive = the rest, 99 in 100 with inhibition below about 32%; note: strong numbers were not always called active
RSV CPE inhibition – inhibition of RSV-induced cytopathic effect – HEp-2 cells, primary 10 µM value included (AID 2391); HEp-2 cells, RSV-induced CPE inhibition; higher % means a stronger effect; one-dose CPE inhibition, % at 10 µM; IC50 in µM for titrated hits; 310,000 tested, 0.13% active; in the data active = a potency from the dose series; inconclusive = CPE inhibition mostly from about 23% at the one dose, without a potency; inactive = the rest, 99 in 100 with CPE inhibition below about 21%; note: strong numbers were not always called active
LYP inhibition – PTPN22 lymphoid phosphatase activity blockers – biochemical, fluorescence intensity, uHTS (AID 1779) | recombinant LYP phosphatase, fluorescence intensity; higher % means a stronger effect | inhibition, % at 11.5 µM; hits with a dose series show IC50 in µM | 290,000 tested, 0.054% active; in the data active = inhibition above about 50%;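 note: plate controls were vehicle with enzyme for no effect and no enzyme for full effect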
AID2073 – disruptors of CaV2.2 binding to Mint1 – biochemical, HTRF (AID 2073); HTRF protein-protein interaction, Mint1-CaV2.2; higher % means a stronger effect; inhibition, % at 20 µM; hits with a dose series show IC50 in µM; 290,000 tested, 0.19% active; in the data active = inhibition mostly above about 51%, no sharp cut-off; inconclusive = no clear call, values can overlap the other calls; inactive = mostly below about 53%; note: some results filed as inactive read as strong as hits
Siah-1 displacement – blockers of Siah-1 interaction with plectin peptide – biochemical, fluorescence polarization, rhodamine-plectin, uHTS, primary screen (AID 1817) | displacement, % at 20 µM, or IC50 in µM where a hit was titrated | 290,000 tested, 0.02% active | Siah-1 / rhodamine-plectin peptide fluorescence polarization; higher % means a stronger effect;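 active = displacement of at least 50% at 20 µM, with a fluorescence ratio check between 0.3 and a set limit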;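 note: plate controls were Siah plus tracer with DMSO for no effect and tracer alone without Siah for full effect; strong numbers were not always called active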
HIV fusion peptide – cell-free HIV fusion peptide-binding blockers – biochemical, uHTS, fluorescence dequenching, primary screen (AID 1986); cell-free peptide binding, fluorescence dequenching, 30 min; higher % means a stronger effect; one-dose inhibition, % at 20 µM; IC50 in µM for titrated hits; 290,000 tested, 0.3% active; in the data active = inhibition mostly above about 52%, no sharp cut-off; inactive = mostly below about 76%; note: some results filed as inactive read as strong as hits
XIAP antagonists – small molecules displacing peptide from XIAP – biochemical, IAP family, fluorescence polarization (AID 1018); XIAP BIR domain, fluorescence polarization peptide displacement; higher % means a stronger effect; displacement, % at 20 µM; hits with a dose series show IC50 in µM; 200,000 tested, 0.007% active; in the data active = displacement above about 50%; note: a part of the inactive calls stands beside numbers as strong as those of hits
Dengue-2 NS5 capping pilot replicate – also measured in Dengue-2 NS5 capping; calls as there; inhibition, %; measured here: pilot screen replicate inhibition
* hit, by the source's call; ? = inconclusive; · = no result given.

SMILES	Rac1 GTP hydrolysis	Dengue-2 NS5 capping	Large T inhibition	RSV CPE inhibition	LYP inhibition	AID2073	Siah-1 displacement	HIV fusion peptide	XIAP antagonists	others
O=C(/C=C/c1cccc(Br)c1)Nc1nn[nH]n1	·	·	4%	-0.2%	4%	11%	5%	0.7%	·
COc1ccc(C(=O)CSc2nnc(-c3ccco3)o2)cc1	4%	-6%	-3%	0.0%	-2%	-2%	0%	-1.7%	14%
CCOc1ccccc1NC(=S)N(CCC(C)C)C1CCN(C(C)=O)CC1	4%	-4%	11%	1.1%	-7%	-19%	0%	-2.8%	-18%
O=C(COn1nnc2ccc(Cl)cc21)NCc1ccccc1	8%	-10%	9%	1.1%	-9%	0%	0%	1.3%	-5.2%
Cc1ncc([N+](=O)[O-])n1CC(=O)Nc1ccc(F)c(F)c1	9%	-3%	7%	0.4%	-8%	10%	-2%	0.4%	·
CNC1=C([N+](=O)[O-])CC([N+](=O)[O-])=C(N2CCNCC2)N1C	8%	-5%	0%	1.7%	-10%	-1%	2%	-1.3%	-1.7%
COCCNC(=O)C(c1ccc(C)cc1)N(C(=O)CCC(=O)Nc1ccccn1)c1ccccc1C (configuration not stated)	7%	3%	5%	0.3%	0%	-9%	-4%	0.0%	·
COc1ccc(N2CCN(S(=O)(=O)CCNC(=O)C3CC(=O)N(c4ccccc4)C3)CC2)cc1 (configuration not stated)	-7%	-7%	11%	2.3%	-8%	4%	-2%	1.7%	·
CCOC(=O)CSc1nc(N)c(C(=O)Nc2ccc(N(C)C)cc2)s1	32µM*	-2%	36%	3.2%	-3%	-9%	-2%	0.8%	-2.6%
Cc1cccc(C)c1N1CCN(c2n[nH]c(N)n2)CC1	7%	-4%	12%	0.0%	-8%	-3%	1%	1.6%	-4.2%
CSCCC(NC(=O)c1ccccc1)c1nc(-c2ccccc2)no1 (configuration not stated)	·	·	1%	·	-9%	-4%	6%	-2.0%	-4.2%
CC(=O)Nc1ccc(S(=O)(=O)N2CCCC(C(=O)O)C2)cc1 (configuration not stated)	-10%	-3%	4%	0.2%	-6%	2%	-2%	-0.2%	-5.3%
Cc1cc2occ(CC(=O)O)c2cc1C	6%	3%	4%	1.9%	-15%	-1%	2%	-1.1%	-2.3%
CCCCNC(=O)Nc1ccnn1C1CCCCC1	10%	-6%	11%	1.9%	-2%	-6%	-3%	-0.7%	1.4%
Cn1c(=O)c2nnn(/N=C(\c3ccccc3)C3CC3)c2n(C)c1=O	13%	-6%	9%	-0.8%	-11%	-10%	-3%	1.6%	-9.6%
CCOC(=O)c1ccc2c(c1)nc(COc1ccc(OC)cc1)n2CC	8%	4%	0%	6.0%	-2%	-1%	0%	-0.5%	-18%
COc1ccc(NC(=O)CN2CCC(C(=O)c3ccc(C)cc3)CC2)c(OC)c1	3%	-2%	22%	6.0%	-8%	48%	15%	1.7%	·
CCOc1ncccc1C(=O)NC(C)CCc1ccccc1 (configuration not stated)	·	-7%	9%	2.3%	-7%	5%	-5%	0.3%	·
COc1cc(C(=O)OCCC(C)C)cc(OC)c1O	5%	-1%	4%	0.5%	-4%	2%	-6%	-1.0%	·
CC(C)CN(C(=O)CN(C)C(=O)c1ccco1)c1c(N)n(CC(C)C)c(=O)[nH]c1=O	0%	-11%	5%	-1.1%	·	·	·	·	·

Continued; it opens with the 3 that closed the last part.
SMILES	Rac1 GTP hydrolysis	Dengue-2 NS5 capping	Large T inhibition	RSV CPE inhibition	LYP inhibition	AID2073	Siah-1 displacement	HIV fusion peptide	XIAP antagonists	others
CCOc1ncccc1C(=O)NC(C)CCc1ccccc1 (configuration not stated)	·	-7%	9%	2.3%	-7%	5%	-5%	0.3%	·
COc1cc(C(=O)OCCC(C)C)cc(OC)c1O	5%	-1%	4%	0.5%	-4%	2%	-6%	-1.0%	·
CC(C)CN(C(=O)CN(C)C(=O)c1ccco1)c1c(N)n(CC(C)C)c(=O)[nH]c1=O	0%	-11%	5%	-1.1%	·	·	·	·	·
O=C(NCCc1c[nH]c2ccccc12)C(=O)NCC1OCCN1S(=O)(=O)c1ccccc1 (configuration not stated)	10%	3%	1%	0.8%	-2%	35%	8%	-0.5%	-4.9%
COc1ccc(NC(=O)C(=O)N/N=C/c2cccnc2)c(OC)c1	11%	-1%	1%	0.0%	-5%	?	-1%	6.0%	-9.5%
CC1(C)CN=C(N2CCN(C3=NCC(C)(C)S3)CC2)S1	·	·	·	·	-3%	-8%	0%	-1.8%	-1.7%
COCC(=O)Nc1cccc2ccccc12	6%	-1%	2%	2.3%	0%	-3%	-1%	-1.1%	-4.0%
c1ccc(CN2CCN(c3nc4ccccc4c4ccccc34)CC2)cc1	11%	-2%	-3%	-1.7%	-2%	5%	-2%	-1.4%	-5.9%
Cc1ccc(C(=O)N2CCCC2)c(F)c1F	5%	1%	1%	3.0%	-2%	-4%	0%	-0.9%	-4.3%
COc1ccc(-c2csc(NC3CCCCC3)n2)c(OC)c1	4%	-22%	1%	2.3%	-2%	-5%	2%	4.1%	·
O=C(NCc1cccc(Br)c1)C1CC(c2ccccc2[N+](=O)[O-])=NO1 (configuration not stated)	6%	-4%	16%	12%	·	·	·	·	·
CC[n+]1c(C)sc2cc(C)ccc21	17%	1%	5%	-0.2%	-6%	25%	4%	-0.6%	-18%
COc1ccc(/C=N/NC(=O)c2ccncc2)cc1COc1ccc(NC(C)=O)cc1	·	·	11%	2.2%	-2%	15%	-3%	-1.3%	·
CCc1nc(SCC(=O)O)c(C#N)c2c1CCCC2	12%	5%	17%	3.1%	-6%	2%	-2%	-0.1%	-5.8%
CCOC(=O)Cn1c(=O)c2c(nc3n2CCS3)n(C)c1=O	6%	-5%	9%	-0.1%	-14%	6%	4%	-3.3%	-11%
CC(OC(=O)c1ccc(Cl)c(S(N)(=O)=O)c1)C(=O)NCc1ccc2c(c1)OCO2 (configuration not stated)	7%	-1%	12%	0.0%	·	·	·	·	·
CCSc1nnc(NC(=O)Cc2ccc(OC)cc2)s1	3%	-3%	3%	1.2%	2%	14%	2%	2.7%	-5.9%
S=C(NCc1ccccc1)Nc1cccc2ccccc12	-2%	-4%	6%	1.4%	-6%	-9%	1%	-4.3%	·
O=C(Cn1c(-c2ccc(Cl)cc2)noc1=O)N1CCN(c2ccccc2F)CC1	11%	0%	13%	2.4%	-6%	6%	-5%	3.9%	-2.2%
c1cncc(CNC2CCCc3ccccc32)c1 (configuration not stated)	-4%	-14%	-1%	-0.5%	0%	-2%	-1%	0.2%	-0.2%
COc1cnc(-c2ccccn2)nc1NC(C)C	8%	-5%	3%	-4.5%	-4%	54%	-7%	1.2%	-2.0%
CN(C)c1nc(N)ncc1-c1ccc(Oc2ccccc2)cc1	6%	-4%	9%	0.3%	-9%	-7%	6%	-0.9%	·
Cc1ccc(C(=O)n2cnc3ccccc32)cc1C	-7%	1%	-1%	1.2%	-9%	-4%	6%	-0.7%	·
COc1ccc(CCNc2cc(N3CCN(C(=O)c4ccccc4F)CC3)ccc2[N+](=O)[O-])cc1OC	10%	14%	16%	0.3%	-2%	18%	-2%	-2.4%	-2.5%
COc1ccc(CC(=O)NC(C)c2nnc(SCC(=O)c3ccc(OC)cc3)n2C)cc1 (configuration not stated)	9%	-3%	15%	-0.6%	-4%	-2%	4%	0.7%	-0.8%
O=C1c2cccc3cccc(c23)C(=O)N1CCc1ccccc1	5%	-1%	8%	1.9%	1%	-2%	3%	-0.6%	-10%
CCC(=O)n1nc(-c2ccccc2)nc1SCC(=O)Nc1ccc(C)cc1	2%	-2%	0%	0.7%	-1%	29%	2%	2.7%	-9.1%	Dengue-2 NS5 capping pilot replicate=-3.3
Cc1ccc2oc(=O)c3cc(C(=O)N4CCN(C)CC4)sc3c2c1	3%	-6%	11%	-0.5%	-4%	-4%	-3%	-1.5%	·
O=C1CC(N2CCc3ccccc32)C(=O)N1c1ccc(F)cc1 (configuration not stated)	-1%	-3%	9%	1.2%	-9%	-2%	5%	-1.4%	-3.2%
COc1ccc(CNCc2ccc([N+](=O)[O-])cc2)cc1OC	31%	-3%	30%	1.0%	-11%	-3%	4%	1.8%	·
Cc1ccc2c(c1)N(CC(=O)NC1CCCC(C)C1C)C(=O)c1cccnc1O2 (configuration not stated)	6%	4%	·	4.8%	-5%	-3%	2%	-0.9%	·
CCOc1ncccc1C(=O)N1CCN(C(=O)c2ccccc2)CC1	-2%	-5%	2%	1.2%	-4%	2%	5%	0.9%	-2.2%
Cc1ccnc(NC(=O)CCS(=O)(=O)c2ccccc2)c1	-2%	-6%	3%	1.4%	-10%	14%	17%	0.6%	·
Cc1nn(C)c(Cl)c1CN1CCC(n2nccc2NC(=O)C2CCCC2)CC1	-2%	-2%	8%	1.5%	-14%	-11%	-1%	-1.2%	·
O=C(Cn1c(=O)cnc2ccccc21)Nc1ccccc1N1CCOCC1	1%	11%	-13%	1.8%	0%	-7%	-3%	-1.4%	·
O=C(OCC(=O)N1CCCCCC1)c1n[nH]c(=O)c2ccccc12	-3%	-1%	3%	2.1%	-9%	8%	2%	-0.2%	-0.6%
O=C(NCCc1ccc(F)cc1)C1CCCCC1	3%	7%	·	1.1%	-6%	?	2%	0.3%	-3.7%
COC(=O)C1=C(C)NC2=C(C(=O)CC(C)(C)C2)C1c1cn(Cc2ccc(Br)cc2)nc1-c1ccccc1 (configuration not stated)	9%	-2%	5%	1.1%	0%	10%	-1%	-1.0%	-2.9%
COC(=O)c1sc(N2CCCCC2)c(C#N)c1N	3%	2%	8%	2.0%	4%	-8%	12%	-1.7%	·
Cc1ccc2c(c1)N(CCC(=O)NC1CCCCC1C)C(=O)CO2 (configuration not stated)	5%	-7%	9%	1.1%	-8%	0%	-1%	-0.2%	·
CN1CCN(CCC=C2c3ccccc3Sc3ccc(S(=O)(=O)N(C)C)cc32)CC1	7%	?	11%	-2.2%	·	·	·	·	·
COc1ccccc1CCNC(=O)C1CCCO1 (configuration not stated)	1%	3%	2%	1.8%	0%	-3%	7%	-0.8%	-0.3%
Cc1ccc(NC(=O)CN(C)CC(=O)Nc2ccc(N3CCOCC3)cc2)c([N+](=O)[O-])c1	5%	0%	2%	2.2%	-4%	-10%	0%	-2.6%	-9.3%
Cc1ccc(NC(=O)CSCC#N)cc1	11%	-2%	10%	0.7%	-3%	-6%	0%	-1.0%	-7.8%
COc1ccc(C2/C(=C(/O)c3ccc(C)cc3)C(=O)C(=O)N2c2ccccn2)cc1OC (configuration not stated)	12%	-10%	12%	0.3%	-3%	-4%	3%	-0.4%	·
COc1ccc(NS(=O)(=O)c2cc(NC(=O)c3ccncc3)ccc2N2CCOCC2)cc1	17%	1%	8%	1.2%	-10%	-5%	2%	2.3%	-6.6%
